Bioassay records: PubChem, The Scripps Research Institute Molecular Screening Center
phage Ecoli inh: E. coli growth loss with phage present | inhibition, % at 11.9 µM | AID 651602 | growth absorbance | hit rate 0.26% among 360,000; in the data active = inhibition above about 11%
The depositor's hits bear a star. This is a subset; count on the stated rates, not on these rows.

phage Ecoli inh,compound
7.5,Cc1cccc(C)c1NC(=O)Nc1nnc([C@@H]2C[C@H](O)[C@@H](CO)O2)s1
4.1,Nc1nc2ccccc2n1S(=O)(=O)c1ccc([N+](=O)[O-])cc1
6.2,C(=C\c1ccccc1)/CN1CCN(C(c2cccc3ccccc23)c2nnnn2-c2ccc3c(c2)OCCO3)CC1 (centres undefined)
2.3,COCCN(Cc1ccc(C)cc1)C(=O)[C@H]1O[C@@H](n2cnc3c(N)ncnc32)[C@H](O)[C@@H]1O
0.7,COC(=O)[C@]12CCCCC=C1N(CCC1=CCCCC1)C(=O)[C@H](CC(=O)NCc1ccccc1)C2
0.6,CCc1ccc([C@@H]2CC(=O)[C@@H]3CN(S(=O)(=O)c4ccc(Cl)cc4)[C@H](c4ccc(C)cc4)C[C@@H]3N2S(=O)(=O)c2ccc(C)cc2)cc1
1.5,Cc1cccc(C)c1NC(=O)C1(C)CSCC(=O)N1CCc1c[nH]c2ccccc12 (centres undefined)
3.0,CCOC(=O)C1(C)CCN1C(=O)c1ccc(SC(F)(F)F)cc1 (centres undefined)
2.5,Nc1ccn(C2C=CC(CO)O2)c(=O)n1 (centres undefined)
2.3,CC(C)[C@H](NS(=O)(=O)c1ccc(F)cc1F)C(=O)N1CCC[C@H]1C(=O)NCCc1ccccc1Cl
1.9,Cc1nc(C(F)(F)F)ccc1C(=O)N1CCC1(C)C(=O)NS(=O)(=O)c1ccc2ccccc2c1 (centres undefined)
1.2,COc1cc(Nc2cc(C)n(-c3ccc(Cl)c(OC)c3)c(=O)c2)ccc1Cl
3.9,O=C(Nc1ccc2c(c1)OCCO2)C(c1ccnc2ccccc12)N1CCN(c2ccc(F)cc2)CC1 (centres undefined)
1.0,COC(=O)C(CC(C)C)N(Cc1ccc(Br)cc1)S(=O)(=O)CCl (centres undefined)
2.5,O=C(O)[C@H](Cc1ccccc1)NC(=O)[C@H]1O[C@@H](n2ccc(=O)[nH]c2=O)[C@H](O)[C@@H]1O
3.5,Cc1ccc(C)c(CN2CCC(CNC(=O)C3CCCN(c4ncnc5c4nc4n5CCCCC4)C3)CC2)c1 (centres undefined)
1.7,O=C(NCc1ccc2c(c1)OCO2)OCc1ccccc1
2.0,CCOC(=O)C1CSCCS(=O)(=O)N1Cc1ccc(F)cc1 (centres undefined)
6.6,O=C(NCc1ccc(Cl)cc1)c1ccc(-c2ccc(F)c(F)c2)c2ccoc12
0.5,COCC(O)Cn1ccnc1N=Nc1ccccc1 (centres undefined)
3.0,Cc1cc(N2CCNC[C@H]2C)ccc1N1CCN(Cc2ccccc2)[C@@H](C)C1
1.4,CCCNC(=O)C1(C)CCCN(C(=O)Cc2ccc(OC)cc2)C1 (centres undefined)
1.3,CCCCNC(=O)OC1CC2CC1[C@H]1CCCCN1C2=O (some centres undefined)
5.1,CC1(C(=O)NCCc2c[nH]c3ccccc23)CCN1CC1CCCCC1 (centres undefined)

Brought forward from above: two entries, followed by the next part.
phage Ecoli inh,compound
1.3,CCCCNC(=O)OC1CC2CC1[C@H]1CCCCN1C2=O (some centres undefined)
5.1,CC1(C(=O)NCCc2c[nH]c3ccccc23)CCN1CC1CCCCC1 (centres undefined)
2.4,CCCCC[C@H](C)N1C[C@H](COCc2ccccc2)Oc2cc(N3CC[C@@H](O)C3)ccc2S1(=O)=O
1.3,COCc1cccc(-c2csc(C(O)c3ccc(F)c(OC)c3)n2)c1 (centres undefined)
-0.1,CCc1ccc(C(O)c2ncc(-c3cccc(F)c3)[nH]2)cc1 (centres undefined)
2.4,CC1(c2nnnn2-c2ccc3c(c2)OCCO3)CCC(=O)N1CCOc1ccccc1 (centres undefined)
3.0,CC(=O)Nc1cc(-c2cccc(NS(C)(=O)=O)c2)cn2c(-c3ccc(F)c(Cl)c3)cnc12
-0.1,Cc1ccc(C2=N/C(=C\c3coc4ccccc4c3=O)C(=O)O2)cc1
1.0,CC1(C(=O)Nc2ccc(F)cc2F)CCN1C(=O)Cc1ccccc1Cl (centres undefined)
3.4,CC(C)=CCn1c2ccc(NC(=O)Nc3ccc(N(C)C)cc3)cc2c(=O)n1C
1.0,Cc1ccc(CN2CC(N3CCN(C4CCN(C)CC4)CC3)CS2(=O)=O)cc1 (centres undefined)
-0.2,CCOC(=O)N1CCN(C(=O)C[C@@H]2C[C@@]3(C(=O)OCC)CCCC=C3N(Cc3ccc4c(c3)OCO4)C2=O)CC1
2.4,CC1(C(=O)NS(=O)(=O)c2ccccc2OC(F)(F)F)CCN1C(=O)c1ccco1 (centres undefined)
3.9,CN(C)CCNC(=O)c1cccc(-c2cnc3c(NC=O)cc(-c4cc(F)c(F)c(F)c4)cn23)c1
1.1,O=C(NCC(F)(F)F)c1ccc2sc([C@H]3C[C@H](O)[C@@H](CO)O3)nc2c1
4.2,NC(Cc1ccc(Cl)cc1)c1csc(Nc2ccc(-c3ccccc3)nn2)n1 (centres undefined)
4.4,CC1(C(=O)NS(=O)(=O)c2ccc(C#N)cc2)CCN1C(=O)Cc1cccc2ccccc12 (centres undefined)
1.5,CN(C)CCN(C)C1CN(Cc2ccc(F)cc2)S(=O)(=O)C1 (centres undefined)
2.2,CCNC(=O)C[C@@H]1C=C[C@@H](NS(=O)(=O)c2ccc(F)cc2)[C@@H](CO)O1
4.7,CN(c1ccc(Cl)cc1)c1cc2c(c3c1ccn3C)C1CCC2O1 (centres undefined)
1.4,c1ccc(Cc2cnc(N3CCN(Cc4csc5ccccc45)CC3)nc2)cc1
1.1,CCOC(=O)[C@]12CCCC=C1N(CCC1=CCCCC1)C(=O)[C@H](CC(=O)NCc1ccc(OC)c(OC)c1)C2
1.7,CC(C)N(C)c1ncnc2c1ncn2[C@H]1CN(Cc2ccccc2)C[C@@H](CO)O1
0.5,Cc1nc2c(OCc3ccc(Cl)cc3)cccn2c1N(C)C(=O)CCC1CCCC1
-3.4,Cc1ccc(-c2ccc(CN3C(C(C)C)C(=O)N(Cc4cn(CCC5OCCO5)nn4)CCS3(=O)=O)cc2)c(C)c1 (centres undefined)
-0.3,COc1cccc(CNC(=S)Nc2ccc3c(c2)c(=O)n(C)n3C)c1

Ordered by value in phage Ecoli inh (low to high): 3 from the list above
phage Ecoli inh,compound
-0.3,COc1cccc(CNC(=S)Nc2ccc3c(c2)c(=O)n(C)n3C)c1
0.5,Cc1nc2c(OCc3ccc(Cl)cc3)cccn2c1N(C)C(=O)CCC1CCCC1
4.4,CC1(C(=O)NS(=O)(=O)c2ccc(C#N)cc2)CCN1C(=O)Cc1cccc2ccccc12 (centres undefined)

Remaining list, next part.
phage Ecoli inh,compound
3.3,COc1ccc(C(C(=O)NCc2ccccc2)n2c(-c3ccccn3)nc3ccccc32)cc1 (centres undefined)
-0.2,N#Cc1cccc(NC(=O)c2cc(C3CCCCN3C(=O)c3ccccc3)on2)c1 (centres undefined)
0.7,CCOC(=O)C1=CCN(S(=O)(=O)c2ccccc2Cl)C1c1ccccc1 (centres undefined)
1.0,O=C1CCN(Cl)C(=O)N1Cl
-1.6,COc1ncccc1-c1cc2nc(NCCNC(C)=O)n(C)c(=O)c2s1
3.0,Cc1ccc([C@H]2C[C@]34CNS(=O)(=O)[C@H]3C[C@H]2O4)cc1
2.4,CCCCNC(=O)C1C(c2ccccc2)=Nc2ccccc2N1C(=O)c1ccc(C)cc1 (centres undefined)
4.0,COc1cccc(C(O)c2ncc(-c3ccccc3)[nH]2)c1 (centres undefined)
-1.6,N#C[C@H](N)[C@H]1O[C@@H](n2ccc(=O)[nH]c2=O)[C@H](O)[C@@H]1O
4.7,CC(C)n1c(=O)c2ccccc2n1Cc1cn(Cc2ccccc2)nn1
3.5,CC(C)[C@H](NC(=O)C1CCCC1)C(=O)N1CCC[C@H]1C(=O)NCc1ccccc1
2.6,C[C@@H]1CN([C@H](C)CO)S(=O)(=O)c2ccc(Br)cc2O[C@H]1CN(C)CC1CCOCC1
0.5,CCc1nc2c(OCc3ccc(C#N)cc3)cccn2c1N(C)C(=O)c1cccs1
3.5,O=C(NC1CCCC1)C(c1ccco1)N1CCN(c2c(Cl)cncc2Cl)CC1 (centres undefined)
1.2,O=C1NC[C@H](CCCCN2C[C@H](Cc3ccccc3)N(CC3CCCCC3)C(=O)C2=O)N(CCc2ccc(O)cc2)C1=O
1.4,COC(=O)[C@@]12C[C@@H](CC(=O)NCCc3ccccc3OC)C(=O)N(Cc3ccccc3)C1=CCC(C)(C)C2
-1.1,COc1cccc(-c2cc3nc(Nc4ccc(OC)c(OC)c4)n(C)c(=O)c3s2)c1
1.8,CCCOc1ccc(F)cc1-c1cc(C(=O)Nc2cc(OC)ccc2OC)[nH]n1
2.9,CCOC(=O)[C@@H](NC(=O)/C=C/[C@H]1O[C@@H](n2cc(C)c(=O)[nH]c2=O)C[C@@H]1O)C(C)C
2.4,CN(C)CC(=O)N[C@@H]1CC[C@@H](CCNS(=O)(=O)c2ccccc2)O[C@@H]1CO
-0.6,C[C@H]1[C@@H](c2ccccc2)Oc2ccc(Cl)cc2S(=O)(=O)N1Cc1cccc(F)c1
-0.1,COc1ccccc1Cc1c(-c2ccc(C)cc2)nc2cc(C)c(Br)c(C)n12
2.5,CC(=O)c1cccc(-c2cnc3c(NC=O)cc(-c4ccccc4F)cn23)c1
1.3,O=C(Cc1ccc(NC(=O)C2CCN(C(=O)CCc3ccccc3)CC2)cc1)Nc1cccc(C(=O)N2CCCC2)c1
-2.6,COc1cc(OC)cc(C(=O)NCC2CCN(C(=O)C(=O)c3cc4ccccc4o3)CC2)c1
-0.5,CC1(c2nnnn2Cc2ccccc2)CCC(=O)N1c1ccc(N2CCOCC2)cc1 (centres undefined)
1.7,Cc1ccc2nc(-c3ccc(Cl)cc3)c(Cc3ccccc3C(F)(F)F)n2c1
-0.6,CCOC1=C2CN(S(=O)(=O)c3ccccc3)[C@H](c3ccccc3)C[C@H]2n2c(=O)n(-c3ccccc3)c(=O)n2C1
0.3,COC(=O)[C@@]12C[C@@H](CC(=O)NCCCCc3ccccc3)C(=O)N(Cc3ccccc3)C1=CCC(C)(C)C2
0.5,CC(C)[C@@H]1Cc2[nH][nH]c(=O)c2[C@H](c2ccc(F)cc2)O1
-0.3,COC(=O)C1=C(C)N(Cc2cccc(C(F)(F)F)c2)C(=NCc2ccc(C(F)(F)F)cc2)NC1c1ccc(F)cc1 (centres undefined)
3.0,CS(=O)(=O)Nc1ccc(-c2ccc3nccn3c2)cc1
1.8,Oc1ccc(C[C@H]2CNC(=S)N2C[C@H]2CCCN2C[C@H](Cc2ccccc2)N2C[C@H](Cc3ccccc3)N(CC3CCCCC3)C2=S)cc1
4.2,Cn1c(NCc2ccccc2F)nc2cc(-c3cccc(Cl)c3)sc2c1=O
1.5,CC1(C(=O)NS(=O)(=O)C2CC2)CCN(C(=O)c2cc3ccccc3s2)C1 (centres undefined)
-0.8,O=C(Nc1nnc([C@@H]2C[C@H](O)[C@@H](CO)O2)s1)Nc1ccc(F)cc1F

Some of the entries above in a different format:
CC(C)[C@@H]1Cc2[nH][nH]c(=O)c2[C@H](c2ccc(F)cc2)O1
  phage Ecoli inh: 0.5
CC1(C(=O)NS(=O)(=O)C2CC2)CCN(C(=O)c2cc3ccccc3s2)C1 (centres undefined)
  phage Ecoli inh: 1.5
CCOC1=C2CN(S(=O)(=O)c3ccccc3)[C@H](c3ccccc3)C[C@H]2n2c(=O)n(-c3ccccc3)c(=O)n2C1
  phage Ecoli inh: -0.6
COC(=O)C1=C(C)N(Cc2cccc(C(F)(F)F)c2)C(=NCc2ccc(C(F)(F)F)cc2)NC1c1ccc(F)cc1 (centres undefined)
  phage Ecoli inh: -0.3

New compounds follow:
phage Ecoli inh,compound
6.1,COc1ccc2[nH]c3c(c(=O)c2c1)CCCC3
-0.1,COC(=O)[C@]12CCCCC=C1N(Cc1ccco1)C(=O)[C@H](CC(=O)NCC13CC4CC(CC(C4)C1)C3)C2
3.8,CC(C)(C)n1nnnc1C(c1ccccc1)N1CCN(c2ccc(F)cc2)CC1 (centres undefined)
1.8,CC(=O)c1ccc(OC2(C)CCN(Cc3ccc4ccccc4c3)C2)cc1 (centres undefined)
2.7,O=C(NCc1ccccc1)C(c1ccc(F)cc1)N1CCN(CCN2CCOCC2)CC1 (centres undefined)
3.0,C[C@H]1COc2cc(N3CCCC3)ccc2S(=O)(=O)N1
2.6,CCNC(=O)C1CCCN(C(=O)c2ccc(OC)c(OC)c2)CC1 (centres undefined)
0.7,Cc1c(P(=S)(c2ccccc2)c2ccccc2)[n+]2ccccc2n1CCc1ccccc1
-1.4,C[C@@H]1CCCN1[C@@H]1CS(=O)(=O)N[C@H]1COCc1ccccc1
1.2,O=C1NC[C@H](CCCCN2CCN(CCc3ccccc3)C(=O)C2=O)N(CCc2ccccc2)C1=O
1.2,CCCCCCN(C(=O)CCCCCN1C(=O)NC(c2ccc(C3CCCCC3)cc2)C(C(=O)OCc2ccccc2)=C1C)C(C(=O)NCCCC)c1ccc(OCC(=O)OC)c(C(=O)OC)c1 (centres undefined)
1.0,O=C(NC1CCCCC1)C1c2ccccc2OCC(=O)N1CCc1ccccc1 (centres undefined)
3.0,Cc1ccc2nc(C(C)(C)C)c(Cc3cccc(F)c3)n2c1
2.2,COc1ccccc1-c1cccc2nccn12
2.9,COc1cc(Cn2c3ccc(NC(=O)CCc4ccc(O)cc4)cc3c(=O)n2C)ccc1F
1.3,C[C@H](O)[C@@H]1CN2CCc3ccc(-c4ccc5c(c4)OCO5)cc3[C@@H]2C[C@@H]1N(C)Cc1cc(Cl)cc(Cl)c1
0.1,Cc1cccc(C)c1NC(=O)C(c1ccccc1)N1CCN(C/C=C/c2ccccc2)CC1 (centres undefined)
4.0,CC(C)C[C@@H]1Cc2[nH][nH]c(=O)c2[C@H](c2ccc(Cl)cc2)O1
4.7,Cc1ccccc1NC(=O)c1cc(-c2ccco2)nc2ccccc12
-0.5,CNc1cccc(-c2ccc(C(C)=O)s2)n1
2.6,Cc1onc(-c2ccccc2)c1C(=O)N1CCC(C)(C(=O)NS(=O)(=O)C2CC2)C1 (centres undefined)
4.9,CC(C)CN1CCC1(C)C(=O)Nc1cccc(C#N)c1 (centres undefined)
2.8,CCCCn1nnnc1C(c1cc2ccccc2o1)N(CCC#N)Cc1ccccc1 (centres undefined)
-1.9,CC(=O)Nc1cc(-c2cccc(C(=O)NCCN(C)C)c2)cn2c(-c3ccc(S(C)(=O)=O)cc3)cnc12
2.5,CC(O)(c1ccccc1)c1nc(-c2ccc3c(c2)OCO3)cs1 (centres undefined)
